Source: PubChem BioAssay (National Center for Advancing Translational Sciences (NCATS))
USP2a inh: qHTS Assay for Inhibitors of Ubiquitin-specific Protease USP2a Using CHOP2 as the Reporter; USP2 core, Ub-CHOP2 coupled fluorogenic reporter, 485/531; Potency, µM (doses to about 38.3 µM), inactives show top-dose activity change, negative = inhibition, actives largely listed as inhibitors; hit rate 0.01% among 330,000; AID 463254, 2010;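 also: potency is read from the fitted curve at half-maximal effect; plate controls were DMSO wells for no effect and full inhibition by NEM control for full effect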
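Cell-free coupled assay: 10nM USP2 core preincubated 30min RT with compound in Tris-HCl pH 8.0/CaCl2/CHAPS buffer, then 25nM Ub-CHOP2 and 25nM reporter substrate; fluorescence (Ex 485/Em 531) read after 60min RT, normalized to NEM inhibition, concentration-response curves fitted.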
Mito fusion act: qHTS Assay for Small Molecule Inhibitors of Mitochondrial Division or Activators of Mitochondrial Fusion | S. cerevisiae fusion-defective mutant growth rescue, CellTiterGlo 48 h | Potency, µM (series often up to 46.1 µM), inactives show at the top dose growth rescue (activation), most hits filed as activators | hit rate 0.23% among 320,000 | AID 485298, 2010;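 also: potency is read from the fitted curve at half-maximal effect; % of control where 0% means no effect; nearly all actives have a fitted effect of over 45% in size; temperature-sensitive fusion mutants such as fzo1-1 at 37 °C on non-fermentable ethanol glycerol medium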
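Luminescent cell viability in 1536-well qHTS format served as the measure of rescued growth in ts fusion-mutant S. cerevisiae cultured on non-fermentable YPEG for 48 hours at 37C.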
Eya2 phos inh: qHTS Assay for Inhibitors of the Phosphatase Activity of Eya2; Potency, µM (highest dose often 76.9 µM), inactives show at the top dose activity, negative = inhibition, hits mostly inhibitors; Protein phosphatase EYA2 (Homo sapiens), O00167; AID 488837, 2010; hit rate 0.006% among 330,000; recombinant Eya2, OMFP fluorescence dephosphorylation (OMFP is methylfluorescein phosphate); also: potency is read from the fitted curve at half-maximal effect; % is scaled to controls: 0 for no effect and ±100 for the full control effect
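Eya2 (0.2 uM) preincubated 10 min at ambient with compound, then OMFP substrate added at 50 uM; 10 min reaction in 50 mM HEPES pH 7.5, 50 mM NaCl, 5 uM MgCl2, 0.05% BSA, 1 mM DTT. Fluorescence read at Ex 485/Em 525 nm.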
MBNL1-CUG inh: qHTS Assay for Inhibitors of MBNL1-poly(CUG) RNA binding; Muscleblind-like protein 1 (Homo sapiens), Q9NR56; TR-FRET MBNL1-His/biotin-(CUG)12 binding, 665/545 ratio; Potency, µM (doses to about 57.5 µM), for the others: at the highest dose activity change, negative = inhibition, most hits filed as inhibitors; hit rate 0.036% among 280,000; active = well fitted inhibition curve with a large enough effect in the signal ratio, with a control signal flat, not every such curve was filed as active; inconclusive = small, poorly fitted or top-dose-only effect, or effect the other way, or a change in a side signal; inactive = no such curve, though single readings can be large or run the other way; the % refers to the signal ratio; also: potency is read from the fitted curve at half-maximal effect; % is scaled to controls: 0 for no effect and ±100 for the full control effect
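His-tagged MBNL1 binding to biotinylated (CUG)12 RNA was measured by TR-FRET using terbium anti-His antibody (0.055 ng/ul final) and streptavidin-XL665 (5 nM final). Compounds were titrated 92 nM to 58 uM; 60 min at room temperature.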
KCNH2 WT inh: qHTS for Inhibitors of KCHN2 3.1: Wildtype qHTS | Voltage-gated inwardly rectifying potassium channel KCNH2 (Homo sapiens), Q12809 | U2OS, BacMam KCNH2, thallium flux FluxOr; hits give low values | activity change, % at 1.84 µM | hit rate 0.37% among 340,000 | AID 720551, 2013;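 active = maximum activity change below -70%; inconclusive = maximum activity change between -70% and -50%; inactive = maximum activity change above -50%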; also: % is scaled to controls: 0 for no effect and ±100 for the full control effect
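U2OS cells were transduced with wild-type KCNH2 virus (2.03 x 10^8 / mL) for 4 h at room temperature, then cultured overnight at 37 C. Thallium flux was read with FluxOr dye. Rate constants were normalized to DMSO controls.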
TSHR antag: Antagonists of the Thyroid Stimulating Hormone Receptor: HTS campaign; TSHR-expressing cells, TSH-stimulated cAMP HTRF, 2 h; hits give low values; AID 504810, 2011; activity change, negative = inhibition, % at 11.5 µM; hit rate 0.2% among 330,000;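 active = activity change below a set negative limit, meaning inhibition stronger than a set level, cut at about -70% in these data; inconclusive = activity change between two set negative limits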; also: % is scaled to controls: 0 for no effect and ±100 for the full control effect
Target sequence (P16473 whole entry, looked up): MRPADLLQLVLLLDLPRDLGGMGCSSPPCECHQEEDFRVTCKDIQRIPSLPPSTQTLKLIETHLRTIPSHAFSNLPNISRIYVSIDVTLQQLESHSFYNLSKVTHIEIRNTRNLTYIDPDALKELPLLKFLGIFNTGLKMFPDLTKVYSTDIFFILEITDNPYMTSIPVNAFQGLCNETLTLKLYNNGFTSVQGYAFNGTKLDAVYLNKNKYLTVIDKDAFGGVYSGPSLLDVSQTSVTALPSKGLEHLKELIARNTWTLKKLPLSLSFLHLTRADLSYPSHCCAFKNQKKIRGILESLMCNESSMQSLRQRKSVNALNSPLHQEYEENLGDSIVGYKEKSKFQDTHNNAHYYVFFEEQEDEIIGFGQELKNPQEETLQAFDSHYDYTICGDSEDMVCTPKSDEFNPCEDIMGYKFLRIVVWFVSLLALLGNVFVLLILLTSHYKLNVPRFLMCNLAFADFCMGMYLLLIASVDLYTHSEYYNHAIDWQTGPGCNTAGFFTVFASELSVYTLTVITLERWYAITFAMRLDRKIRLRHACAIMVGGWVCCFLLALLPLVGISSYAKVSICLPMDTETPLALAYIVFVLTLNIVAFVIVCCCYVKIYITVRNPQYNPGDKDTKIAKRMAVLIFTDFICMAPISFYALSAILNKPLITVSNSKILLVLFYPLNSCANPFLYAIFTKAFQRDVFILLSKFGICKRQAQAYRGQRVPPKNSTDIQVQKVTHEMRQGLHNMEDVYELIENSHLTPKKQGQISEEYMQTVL
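Cell-based HTRF cAMP assay; TSHR cells + compound, TSH EC80 (4nM final), 2 h, 37 deg C. Lysis with anti-cAMP cryptate and cAMP-d2, 30 min RT, read 665/620 nm.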
BCR signal inh: qHTS Assay to Find Inhibitors of Chronic Active B-Cell Receptor Signaling; Potency, µM (top dose mostly 46.1 µM), without a hit: top-dose ratio change, negative = lower green/red ratio, most hits filed as inhibitors; ABC-DLBCL IkBa-CBG/CBR reporter, luminescence ratio, 4 h; hit rate 0.05% among 340,000; active = well fitted inhibition curve with a large enough effect in the signal ratio, with a control signal flat, not every such curve was filed as active; inconclusive = small, poorly fitted or top-dose-only effect, or effect the other way, or a change in a side signal; the % refers to the signal ratio;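 also: potency is read from the fitted curve at half-maximal effect; plate controls were basal doxycycline-induced cells for no effect and cells given 10 µM MG132 for full effect; MG132 reads +100%, hits lower the ratio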
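Cell line TMD8 (human ABC DLBCL), stably expressing tet-inducible CBG68-IkBa fusion and CBR; IMDM/0.5% FBS; cpd up to 46 uM; dox induction, 4 h, 37C/5% CO2; dual luminescence; green/red ratio; MG132 control.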
PKM2 activator: qHTS Assay for Activators of Human Muscle isoform 2 Pyruvate Kinase; Potency, µM (series often up to 57.5 µM), inactives show at the highest dose activation, most hits filed as activators; purified PKM2, Kinase-Glo ATP luminescence, activation; response scale: 0% is enzyme alone, no compound; AID 1631, 2009; Pyruvate kinase PKM (Homo sapiens), P14618; hit rate 0.34% among 260,000; also: potency is read from the fitted curve at half-maximal effect; % is scaled to controls: 0 for no effect and ±100 for the full control effect; nearly all actives have a fitted effect of over 55% in size
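Kinase-Glo luminescence reports ATP generated from ADP (0.1 mM) and PEP (0.5 mM) by purified hPK-M2 after 1 h at room temperature, pH 7.2 imidazole buffer; intermediate enzyme activity allows detecting inhibitors and activators.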
ASM inhibitor: Inhibitors of Secretory Acid Sphingomyelinase (S-ASM): qHTS | hit rate 0.006% among 340,000 | Potency, µM (doses to about 57.5 µM), inactives show at the top dose activity change, negative = inhibition, usual class: inhibitors | AID 504937, 2011 | placental ASM, HMU-PC fluorogenic substrate, 60 min; also: potency is read from the fitted curve at half-maximal effect
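Steps: dispense placental human ASM, pin compound, wait 10 min at room temperature, add HMU-PC0 substrate at 9 uM final, incubate 60 min at 37 °C, add stop solution raising pH to 10, read fluorescence.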
Menin MLL FP TR: qHTS Assay for Inhibitors Targeting the Menin-MLL Interaction in MLL Related Leukemias: Competition With Texas Red Labeled MLL-derived Mutant Peptide | Menin + Texas Red MLL mutant peptide, fluorescence polarization | O00255 | hit rate 0.23% among 270,000 | Potency, µM (series often up to 61.6 µM), for the others: top-dose FP activity change, negative = inhibition, most hits filed as inhibitors | AID 1768, 2009; active = well fitted inhibition curve with a large enough effect in the polarisation, with a control signal flat, not every such curve was filed as active; inconclusive = small, poorly fitted or top-dose-only effect, or effect the other way, or a change in a side signal; inactive = no such curve, though single readings can be large or run the other way; the % refers to the polarisation; also: potency is read from the fitted curve at half-maximal effect; % of control where 0% means no effect; many of its hits are not listed in these tables
GALK inhibitor: qHTS Assay for Inhibitors of Human Galactokinase (GALK) | P51570 | Purified GALK, Kinase-Glo residual ATP luminescence | Potency, µM (titrated, usually from 57.5 µM), inactives show at the highest dose activity change, negative = inhibition, actives largely listed as inhibitors | hit rate 0.007% among 270,000; also: potency is read from the fitted curve at half-maximal effect; % is scaled to controls: 0 for no effect and ±100 for the full control effect
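Quantitative HTS: GALK 5 nM, ATP 35 uM, galactose 100 uM, 1 h room temperature, then luciferase-based ATP detection.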
* hit, by the source's call; i = inactive; ? = inconclusive; nt = no result given; [ ] = remark or other dose. Unless noted, calls follow the shape of the dose curve; as a rule, active = well fitted curve in the direction sought with a large enough effect; inconclusive = small, poorly fitted or top-dose-only effect, or another doubt; inactive = no such curve, though single readings can be large; an effect the other way counts as inactive or inconclusive. A portion of the library. The share of hits here may be higher or lower than overall.

Second line of a record – USP2a inh	Mito fusion act	Eya2 phos inh	MBNL1-CUG inh	KCNH2 WT inh	TSHR antag	BCR signal inh	PKM2 activator	ASM inhibitor	Menin MLL FP TR	GALK inhibitor
CCCCNC(=O)CCN1N=C(c2ccccc2)CCC1=O
→ 3%	1%	3%	-3%	8	-2	-1%	6%	5%	0%	3%
CCOC(=O)CCn1c(=O)c2c(nc(Br)n2Cc2ccccc2)n(C)c1=O
→ 0%	0%	0%	-21%	9	-6	8%	-9%	0%	-20%	0%
O=C(c1ccccc1)N(Nc1ccccc1)c1ccccc1
→ 1%	7%	-4%	-4%	i	14	10%	3%	-1%	-3%	-1%
CC(=O)C1=C(O)C(=O)N(CCCn2ccnc2)C1c1ccc(Br)cc1 (stereo not drawn)
→ -2%	-2%	-20%	-6%	-16	-1	-14%	1%	3%	-8%	0%
CC(C)c1ccc(S(=O)(=O)N2CCN(CC(=O)Nc3ccc(Cl)cc3F)CC2)cc1
→ -8%	0%	13%	nt	-5	5	1%	nt	-10%	nt	nt
COCCn1c(=O)[nH]c(=O)c2cc(C(=O)c3cc(Cl)ccc3O)cnc21
→ -4%	3%	1%	11%	-1	-2	?	3%	52%	-4%	-2%
COc1ccccc1Nc1c([N+](=O)[O-])cc(C)cc1[N+](=O)[O-]
→ -10%	4%	6%	29%	nt	-7	?	-6%	-10%	-1%	-1%
CCC[N+](CC#Cc1ccccc1)(CCC)CC(=O)OC
→ 2%	-1%	7%	-11%	5	5	1%	5%	0%	-1%	nt
CCCCCCC(O)(c1ccccc1)C(CN1CCOCC1)c1ccccc1 (stereo not drawn)
→ -3%	-26%	-22%	-7%	-4	-5	3%	nt	-1%	?	nt
Cn1c(NC(=O)c2ccc(Cl)cc2)c(-c2ccccn2)c(=O)c2ccccc21
→ -1%	0%	4%	26%	11	-5	-3%	-1%	0%	2%	1%
CCn1c(Cc2cccn2C)nnc1SCC(=O)c1ccc(C)cc1
→ -1%	-2%	-3%	-1%	-5	3	-1%	5%	2%	-23%	10%
COc1ccc2c(c1)c(=O)oc1cc3occ(C(C)(C)C)c3cc12
→ -2%	14%	23%	-2%	0	14	?	-4%	-4%	8%	-1%
Nc1c(C(=O)NCc2ccc(Cl)cc2)sc2nc3c(c(C(F)(F)F)c12)CCC3
→ 2%	-2%	8%	2%	4	6	-2%	-3%	-18%	-1%	3%
COc1ccccc1NS(=O)(=O)c1cccc(NC(=O)c2[nH]c(C)c(C(C)=O)c2C)c1
→ 12%	2%	?	-2%	-8	6	-12%	13µM*	?	nt	-3%
CCN(CC)C(=O)Cn1cc(S(=O)(=O)CC(=O)NCc2ccc(F)cc2)c2ccccc21
→ -1%	2%	-6%	4%	-8	-2	3%	-1%	-2%	nt	-5%
COc1ccc(CNC(=O)C2CCN(C(=O)c3ccc(F)cc3)CC2)cc1OC
→ 3%	-1%	-12%	nt	0	1	2%	nt	3%	nt	nt
CCOC(=O)CC1C(=O)NCCN1Cc1cccc(C(F)(F)F)c1 (stereo not drawn)
→ -1%	1%	5%	-6%	1	-1	?	2%	2%	5%	2%
CC(=O)Nc1sc(C)c(C)c1C(=O)OCC(=O)Nc1cc(S(=O)(=O)N2CCCCC2)ccc1Cl
→ 5%	-5%	2%	0%	-5	5	?	1%	-10%	7%	2%
O=C(Cn1c(COc2ccc(Cl)cc2)nc2ccccc21)NCC(F)(F)F
→ 2%	-5%	2%	?	-36	-8	8%	1%	3%	7%	1%
CCN1CC(CN(C)Cc2nc(-c3ccc(Cl)cc3)no2)CC1=O (stereo not drawn)
→ -4%	1%	-22%	2%	1	-18	16%	-4%	-1%	-21%	-1%
Cc1ccnc(NC(=O)c2ccc3c(c2)C(=O)N(CCC(C)C)C3=O)c1
→ 4%	7%	1%	31%[activator]	6	96	-6%	-2%	-3%	nt	-2%
Clc1ccc(CN2CCc3c([nH]c4ccccc34)C2)cc1Cl
→ -10%	-5%	-3%	-1%	-1	-9	?	nt	0%	?	nt
CC(NC(=O)c1ccnc(C(C)(C)C)c1)c1ccccc1 (stereo not drawn)
→ 0%	-4%	-14%	4%	17	-2	-3%	5%	3%	37%[activator]	-2%
Cc1cc(NC(=O)CCCn2nc([N+](=O)[O-])c(Br)c2C)no1
→ -4%	-12%	5%	26%	2	-4	18%	0%	-1%	3%	-1%
Cc1ccc(C)c(NC(=O)CN(C)C(=O)c2cccc(-n3cccc3)c2)c1
→ 1%	-10%	-3%	nt	25	1	2%	nt	1%	nt	nt
COc1cccc(C(c2nnnn2Cc2ccco2)N2CCN(c3cccc(C)c3C)CC2)c1OC (stereo not drawn)
→ 0%	2%	-8%	7%	-11	-37	?	3%	-4%	-19%	2%
COCCCN(C)C1CCN(C(=O)Nc2ccc(F)cc2)CC1
→ 3%	-3%	-7%	-7%	-2	7	9%	1%	5%	6%	-2%
O=C(NCCCn1ccnc1)/C(=C\c1ccccc1Cl)NC(=O)c1ccccc1
→ 1%	-1%	23%	0%	18	2	0%	-2%	0%	nt	3%
O=C(Nc1cc([N+](=O)[O-])ccc1F)c1ccc2c(c1)OCCO2
→ -1%	0%	-16%	5%	-3	0	-16%	0%	1%	1%	-1%
Cc1c(CCC(=O)O)c(=O)oc2c(C)c(OCc3ccccc3Cl)ccc12
→ 2%	12%	-3%	1%	12	-22	?	nt	-4%	23%	-2%
CNC(C)C#Cc1ccc2sc3cccc(OC)c3c(=O)c2c1 (stereo not drawn)
→ 7%	3%	2%	?	29	1	?	-9%	138%[activator]	-22%	nt
CC(Oc1ccc(Br)cc1)C(=O)Nc1cc(Cl)ccc1N1CCN(C)CC1 (stereo not drawn)
→ 1%	-1%	-14%	nt	8	-5	?	nt	-4%	nt	nt
CC(=O)N1CCN(C(=S)NC(=O)c2ccc(F)cc2)CC1
→ -3%	nt	-27%	nt	-1	3	2%	nt	6%	nt	nt
Cc1ccc(CN(C)C(=O)COC(=O)CSc2ccc(C(N)=O)cc2[N+](=O)[O-])cc1
→ 1%	0%	1%	nt	6	-15	4%	nt	-4%	nt	nt
